# AID2073 = disruptors of CaV2.2 binding to Mint1 – biochemical, HTRF (AID 2073) | 290,000 tested, 0.19% active | HTRF protein-protein interaction, Mint1-CaV2.2; higher % means a stronger effect | inhibition, % at 20 µM, or IC50 in µM where a hit was titrated; in the data active means inhibition mostly above about 51%, no sharp cut-off; inconclusive means no clear call, values can overlap the other calls; inactive means mostly below about 53%; further: some results filed as inactive read as strong as hits
# RSV CPE inhibition = RSV antiviral activity via CPE protection, HEp-2 cells, primary 10 µM value included (AID 2391); HEp-2 cells, RSV-induced CPE inhibition; higher % means a stronger effect; one-dose CPE inhibition, % at 10 µM; IC50 in µM for titrated hits; 310,000 tested, 0.13% active; in the data active means a potency from the dose series; inconclusive means CPE inhibition mostly from about 23% at the one dose, without a potency; inactive means the rest, 99 in 100 with CPE inhibition below about 21%; further: strong numbers were not always called active
# MgcRacGAP inhibition = MgcRacGAP GTPase-activating activity inhibitors, confirmation, biochemical, ADP Hunter fluorescence; inhibition, % at 30 µM; hits with a dose series show IC50 in µM; MgcRacGAP-stimulated Rac1 GTP hydrolysis, ADP Hunter fluorescence; higher % means a stronger effect; GST-tagged Rac1 F28L mutant substrate; 340,000 tested, 0.6% active; AID 624330;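 active means first-screen hits whose inhibition reached a set limit at any dose in the follow-up dose series; inconclusive means inhibition above the set first-screen limit but never retested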;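 further: fluorescence reports GDP produced by GAP-driven GTP hydrolysis; strong numbers were not always called active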
# HIV fusion peptide = cell-free HIV fusion peptide-binding blockers – biochemical, uHTS, fluorescence dequenching, primary screen (AID 1986). cell-free peptide binding, fluorescence dequenching, 30 min; higher % means a stronger effect. one-dose inhibition, % at 20 µM; IC50 in µM for titrated hits. 290,000 tested, 0.3% active; in the data active means inhibition mostly above about 52%, no sharp cut-off; inactive means mostly below about 76%; further: some results filed as inactive read as strong as hits
# LYP phosphatase = inhibitors of LYP phosphatase, biochemical, fluorescence intensity, uHTS (AID 1779); 290,000 tested, 0.054% active; recombinant LYP phosphatase, fluorescence intensity; higher % means a stronger effect; inhibition, % at 11.5 µM; hits with a dose series show IC50 in µM; in the data active means inhibition above about 50%;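 further: plate controls were vehicle with enzyme for no effect and no enzyme for full effect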
# Dengue-2 NS5 capping = flavivirus cap methylation enzyme inhibition – biochemical, confirmation dose response, primary screen (AID 588689); Dengue-2 NS5 methyltransferase capping enzyme assay, biochemical; higher % means a stronger effect; one-dose inhibition, % at 25 µM; IC50 in µM for titrated hits; 340,000 tested, 0.3% active; in the data active means a potency from the dose series; inconclusive means inhibition above about 29% without an active follow-up result
# SIAH1 antagonists = blockers of Siah-1 interaction with plectin peptide – biochemical, fluorescence polarization, rhodamine-plectin, uHTS, primary screen (AID 1817); Siah-1 / rhodamine-plectin peptide fluorescence polarization; higher % means a stronger effect; one-dose displacement, % at 20 µM; IC50 in µM for titrated hits; 290,000 tested, 0.02% active;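 active means displacement of at least 50% at 20 µM, with a fluorescence ratio check between 0.3 and a set limit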;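 further: plate controls were Siah plus tracer with DMSO for no effect and tracer alone without Siah for full effect; strong numbers were not always called active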
# Large T inhibition = SV40 large T antigen inhibitors, biochemical (AID 1903); SV40 large T antigen ATPase/helicase inhibition assay; higher % means a stronger effect; 310,000 tested, 0.39% active; one-dose inhibition, % at 20 µM; IC50 in µM for titrated hits; in the data active means a potency from the dose series; inconclusive means inhibition mostly from about 32% at the one dose, without a potency; inactive means the rest, 99 in 100 with inhibition below about 32%; further: strong numbers were not always called active
# XIAP antagonists = small molecules displacing peptide from XIAP – biochemical, IAP family, fluorescence polarization (AID 1018); XIAP BIR domain, fluorescence polarization peptide displacement; higher % means a stronger effect; displacement, % at 20 µM; hits with a dose series show IC50 in µM; 200,000 tested, 0.007% active; in the data active means displacement above about 50%; further: a part of the inactive calls stands beside numbers as strong as those of hits
# * hit, by the source's call; ? = inconclusive; . = no result given.
SMILES,AID2073,RSV CPE inhibition,MgcRacGAP inhibition,HIV fusion peptide,LYP phosphatase,Dengue-2 NS5 capping,SIAH1 antagonists,Large T inhibition,XIAP antagonists
Cc1cccc(C)c1NC(=S)N(Cc1cccs1)C1CCCC1,-22%,-0.1%,5%,-1.2%,-1%,0%,-2%,8%,-14%
CC(=O)Nc1cccc(-c2cc(C)c3cc4c(cc3n2)OCO4)c1,9%,.,16%,16%,-7%,-3%,2%,.,.
COCCOC(=O)C1=C(C)NC(=O)NC1c1ccc(OC(=O)c2ccco2)c(OC)c1 (configuration not stated),2%,1.9%,8%,1.3%,1%,-1%,-2%,8%,-12%
CN(C)S(=O)(=O)c1cc(NC(=O)Cn2ccsc2=N)ccc1Cl,-3%,2.1%,6%,0.5%,-1%,-9%,6%,6%,-5.2%
Cc1cc(NC(=O)C2CCN(S(=O)(=O)c3cnc[nH]3)CC2)ccc1Br,-5%,3.0%,8%,0.9%,-4%,4%,2%,2%,-3.5%
COC(=O)c1c(NC(=O)C2CCCCC2C(=O)O)sc2c1CCCCC2 (configuration not stated),9%,2.1%,-13%,3.9%,-3%,-1%,10%,7%,-2.9%
C/C(=N\NC(=O)c1cccc(Br)c1)c1cccnc1,8%,2.2%,5%,-0.4%,-7%,9%,-7%,8%,.
O=[N+]([O-])c1cccc(-c2noc3c2-c2nc(Cc4cccc5ccccc45)sc2CC3)c1,.,4.6%,13%,.,.,4%,.,10%,.
COc1cccc(/C=N/NC(=O)CNC(=O)C2COc3ccccc3O2)c1O (configuration not stated),18%,.,-5%,-0.9%,0%,-2%,-4%,0%,-4.9%
CC(C)CCn1c(=O)c2sccc2n2c(CCCC(=O)N3CCN(c4ccccn4)CC3)nnc12,4%,5.1%,14%,0.8%,-9%,7%,0%,8%,.
CC(C)N(C(=O)CN1C(=O)C(=O)c2ccccc21)c1ccccc1,-2%,1.1%,-1%,-0.8%,-9%,-9%,48%,14%,-3.9%
CC1CCN(CCn2c(=S)[nH]c3cc4c(cc3c2=O)OCO4)CC1,-18%,-2.5%,8%,0.5%,-2%,-2%,12%,13%,-2.4%
COc1cccc(NC(=O)NCCCCc2ccccc2)c1,12%,6.2%,2%,2.0%,1%,-5%,4%,20%,.
COc1ccc(NC(=O)c2nc(C)c(C3(C)CC(c4ccccc4)=NO3)s2)cc1 (configuration not stated),22%,3.0%,1%,-1.3%,3%,-4%,3%,13%,.
S=C(Nc1ccc(Oc2ccccc2)cc1)NC1CCCC1,-12%,2.2%,11%,-1.9%,-6%,-2%,-6%,8%,-0.7%
Cc1n[nH]c(C)c1S(=O)(=O)N1CCc2ccccc2C1,7%,0.8%,7%,0.5%,-1%,1%,-3%,-1%,.
COc1ccc(NC(=O)C2CCN(C(=O)c3ccccc3)CC2)cc1OC,-3%,-1.5%,4%,-1.0%,-4%,-1%,5%,0%,-8.2%
Cc1[nH]n(-c2ccc(Cl)cc2)c(=O)c1C=Nc1ccc(S(=O)(=O)N2CCOCC2)cc1,8%,1.8%,0%,-1.7%,-6%,-3%,0%,12%,0.1%
CCC(=O)N1c2ccccc2NC2=C(C(=O)CCC2)C1c1ccc(N(C)C)cc1 (configuration not stated),-10%,1.5%,-1%,-2.8%,-4%,2%,1%,-5%,-3.2%
CCOCCCNS(=O)(=O)c1cc2[nH]c3c(c2cc1C)C(=O)CC(C)(C)C3,-7%,7.7%,11%,1.6%,1%,-8%,1%,11%,.
CCOc1ccc(NC(c2ccccc2)P(=O)(OC)OC)cc1 (configuration not stated),-5%,0.6%,9%,-2.5%,0%,-3%,-9%,-1%,.
O=C(Nc1ccc(C(F)(F)F)cc1)C1(c2ccccc2)CC1,0%,4.1%,0%,-2.6%,-4%,-4%,2%,13%,-4.4%
Cc1cc(NC(=O)CCC(=O)N(Cc2ccco2)C(C(=O)NC2CCCCC2)c2ccccc2)no1 (configuration not stated),-2%,0.6%,10%,0.4%,-4%,-8%,4%,7%,-6.8%
Cc1ccc(C)c(S(=O)(=O)N2CCN(C(=O)Cc3c(F)cccc3Cl)CC2)c1,.,1.6%,9%,.,.,-4%,.,5%,.
COc1ccc(NC(=O)CN2C(=O)COc3ccc(S(=O)(=O)N4CCCCC4)cc32)c(OC)c1,10%,3.6%,7%,-0.5%,-1%,-5%,4%,9%,.
COc1ccc(NC(=O)C(=O)NCC(=O)Nc2cc(OC)ccc2OC)cc1,-11%,1.9%,1%,-2.5%,-6%,-6%,-9%,5%,.
Cc1ccccc1SCCNC(=O)CCc1ccccc1,1%,1.5%,.,-0.6%,-2%,.,6%,-8%,-3.3%
COc1ccc(CN2CCOCCOCCOCCOCCOCC2)cc1,-18%,.,12%,-0.4%,-4%,-6%,14%,8%,.
COc1ccccc1C(C)NCC(=O)Nc1ccccc1C(F)(F)F (configuration not stated),-1%,1.8%,3%,0.1%,-4%,-2%,1%,14%,-14%
COc1cc(/C=N/n2c(C)n[nH]c2=S)ccc1OCc1ccccc1,-21%,5.5%,5%,0.9%,-2%,-3%,10%,23%,-5.6%
N#Cc1c(-c2ccccc2)nc(SCC(=O)Nc2ccccc2)[nH]c1=O,17%,0.0%,7%,22%,-6%,0%,8%,-3%,-1.5%
O=C(c1cccs1)[C@@H]1[C@@H]2C(=O)N(Cc3ccc4c(c3)OCO4)C(=O)[C@@H]2C2c3ccccc3C=CN21 (some centres not stated),-13%,3.6%,.,-2.6%,-8%,.,5%,10%,-4.1%
COc1cc(/C=C/C(=O)OCC(=O)Nc2nnc(-c3ccccc3)o2)cc(OC)c1OC,.,1.8%,6%,.,.,-1%,.,11%,.
C/C=C(\C)C(=O)Nc1cccc(C2=NOC3(C2)C[C@H](C(N)=O)N(C(=O)C(c2ccccc2)c2ccccc2)C3)c1 (some centres not stated),-5%,7.7%,6%,0.9%,-6%,2%,-3%,12%,.
CCOc1ccc(NC(=O)CCN2CCN(c3ccccc3)CC2)cc1,-4%,-0.3%,6%,0.9%,1%,-3%,0%,10%,-5.0%
Cc1cc(OC(=O)C(C)(C)C)c([N+](=O)[O-])c(=O)[nH]1,0%,0.7%,5%,0.6%,-7%,-8%,19%,9%,-6.6%
Cc1ccc(-n2c(N)c(C(N)=O)sc2=S)cc1,2%,1.5%,13%,0.1%,10%,-14%,0%,11%,-6.0%
COC(=O)C(C)n1cnc2c(nnn2-c2cccc(Cl)c2)c1=O (configuration not stated),5%,2.3%,-2%,-1.4%,-4%,1%,0%,11%,-0.2%
COC(=O)Nc1c(-c2ccccc2)nc2ccc(C)cn12,19%,2.7%,7%,0.0%,-14%,-1%,0%,14%,-2.1%
C=CCNC(=O)c1cnc(-c2ccccc2)nc1-c1ccccc1,13%,1.1%,.,-2.2%,-10%,-10%,1%,1%,.
O=C1CS/C(=C\[N+](=O)[O-])N1c1ccc(OC(F)(F)F)cc1,-2%,-2.5%,-9%,-4.5%,0%,-2%,4%,0%,-2.6%
CCOC(=O)CSc1n[nH]c(NC(=O)NC(C)C)n1,-4%,0.5%,5%,0.9%,0%,-12%,-8%,9%,0.2%
COc1ccc(-c2nc(C)c(C(C)=O)n2O)cc1,7%,1.1%,10%,-1.0%,2%,-12%,0%,25%,-2.2%
CCOC(=O)/C=C(\C)Sc1cc(=O)oc2ccccc12,-8%,19%,6%,1.6%,0%,-12%,5%,5%,-3.1%
Cc1ccc(S(=O)(=O)CC2CSc3nc4ccccc4n32)cc1 (configuration not stated),4%,-1.3%,5%,1.1%,-4%,-4%,1%,6%,-8.3%
O=[N+]([O-])c1cccc2ccc(/C=C/c3ccc(C(F)(F)F)cc3)nc12,11%,?,2%,-0.3%,0%,-1%,-4%,16%,-7.0%
CN(C)CCNC(=O)c1cccc(S(=O)(=O)Nc2ccccc2F)c1,-8%,0.5%,4%,-0.7%,-6%,1%,-7%,12%,30%
COc1ccc(C2CC(=O)C=C(O)C2)cc1 (configuration not stated),4%,2.4%,5%,-1.4%,-2%,4%,6%,6%,-1.1%
CC1(C)[C@@H](O)CC[C@]2(C)C3C(O)C=C4[C@H]5C[C@@](C)(C(=O)O)CC[C@]5(C)CC[C@]4(C)[C@]3(C)CC[C@@H]12 (some centres not stated),?,1.5%,.,27%,0%,.,3%,13%,.
CCOc1cc(/C=N/NC(=O)C(N)=O)cc(Br)c1O,-7%,1.9%,10%,-2.2%,-4%,1%,-4%,22%,4.2%
COc1cccc(CCc2nnc(N)s2)c1,-17%,1.8%,10%,-0.1%,-2%,-6%,2%,10%,.
Nc1nnnn1/N=C/c1cc(Cl)cc(Cl)c1OCc1ccc(Cl)cc1Cl,5%,0.0%,10%,-1.3%,-6%,2%,10%,7%,-11%
CCOC(=O)C1=Nc2ccccc2C1=[N+]=[N-],-11%,2.7%,0%,1.4%,-7%,-1%,5%,3%,0.9%
CCC(=O)OCC(=O)Nc1cc([N+](=O)[O-])ccc1OC,8%,-0.4%,7%,1.5%,-5%,-2%,0%,13%,-1.9%
COc1ccccc1NC(=O)c1cc(Cl)ccc1NC(=O)c1ccco1,-2%,1.1%,4%,3.7%,-8%,-4%,1%,-5%,-2.9%
CCOc1cc(-c2noc(N)c2C#N)cc(OCC)c1OCC,-8%,2.5%,3%,-3.6%,-3%,-7%,0%,2%,-2.0%
CN1C(=S)N(c2cccnc2)C(=O)/C1=C\c1ccc(C(C)(C)C)cc1,9%,22%,6%,-0.6%,1%,-2%,-8%,7%,-5.9%
Cc1cc(NC(=O)CSc2nnc(-c3ccc(Cl)s3)o2)no1,-2%,1.5%,-3%,-0.3%,-12%,.,5%,2%,-6.6%
Cc1ccccc1OCCC(=O)OCC(=O)Nc1cc(S(=O)(=O)N2CCOCC2)ccc1Cl,4%,-1.6%,3%,0.7%,0%,-4%,0%,15%,-2.6%
CCOc1ccc2c(c1)nc(C)n2C,-3%,.,.,-0.5%,-1%,.,5%,11%,.
COc1ccccc1OCCn1cc(/C=C(\C#N)C(=O)NCc2ccco2)c2ccccc21,10%,1.7%,3%,5.7%,0%,-7%,4%,11%,-2.7%
O=C(COC(=O)Cc1ccc2c(c1)OCCO2)Nc1ccc(S(=O)(=O)N2CCCC2)cc1,-9%,0.5%,8%,4.9%,-4%,0%,4%,5%,-8.0%
Nn1c(Cc2cccc3ccccc23)nnc1SCC(=O)NCC1CCCO1 (configuration not stated),.,4.4%,4%,.,.,-5%,.,9%,.

# Part of the list above, tab-delimited.
Compound	AID2073	RSV CPE inhibition	MgcRacGAP inhibition	HIV fusion peptide	LYP phosphatase	Dengue-2 NS5 capping	SIAH1 antagonists	Large T inhibition	XIAP antagonists
CN(C)CCNC(=O)c1cccc(S(=O)(=O)Nc2ccccc2F)c1	-8%	0.5%	4%	-0.7%	-6%	1%	-7%	12%	30%
Cc1cc(NC(=O)CSc2nnc(-c3ccc(Cl)s3)o2)no1	-2%	1.5%	-3%	-0.3%	-12%	.	5%	2%	-6.6%
COc1cc(/C=N/n2c(C)n[nH]c2=S)ccc1OCc1ccccc1	-21%	5.5%	5%	0.9%	-2%	-3%	10%	23%	-5.6%

# High-throughput results from PubChem.
